TRHR enhancer: allosteric enhancers of human TRH receptor; TRHR cells, fluo-8 calcium fluorescence, EC20 TRH enhancement; enhancement, % at 2 µM; P34981; 0.66% of 360,000 active; in the data active = enhancement above about 30%; also: 0% is about no effect
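Enhancer read-out: after compound pinning and an initial kinetic agonist-mode read, an EC20 of TRH (10 nM final) was injected and fluo-8 calcium signal (Ex 480/Em 530) followed at 1 s/cycle for 100 cycles in TRHR-expressing cells.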
D1 antagonist: antagonists of human D1 dopamine receptor. P21728. HEK293 TREx D1 cells, calcium flux, dopamine EC80; stronger effect = lower value. activity change, negative = inhibition, % at 10 µM. 3.2% of 360,000 active. AID 504652; in the data active = activity change below about -30%; also: % is scaled to controls: 0 for no effect and ±100 for the full control effect
Target sequence (P21728 whole entry, looked up): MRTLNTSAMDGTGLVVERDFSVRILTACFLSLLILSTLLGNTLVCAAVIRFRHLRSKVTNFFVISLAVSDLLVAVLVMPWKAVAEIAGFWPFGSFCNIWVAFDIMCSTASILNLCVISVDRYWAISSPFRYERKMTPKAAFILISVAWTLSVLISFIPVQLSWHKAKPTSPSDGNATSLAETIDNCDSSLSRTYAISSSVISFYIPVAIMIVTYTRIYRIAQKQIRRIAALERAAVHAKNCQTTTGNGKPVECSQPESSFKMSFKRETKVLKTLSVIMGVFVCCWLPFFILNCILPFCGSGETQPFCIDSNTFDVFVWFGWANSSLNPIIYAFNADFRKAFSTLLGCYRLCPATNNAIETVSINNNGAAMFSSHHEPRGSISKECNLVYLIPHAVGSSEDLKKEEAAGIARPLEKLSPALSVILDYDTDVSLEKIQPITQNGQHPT
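Cells carrying a force-coupled, tetracycline-inducible human D1 receptor report calcium flux. Each well gets a 10 s baseline, compound with 180 s monitoring, then an EC80 dopamine stimulus with a second 180 s kinetic read.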
Apoferritin bind: binds horse apoferritin like a general anesthetic | P02791 | apoferritin/1-aminoanthracene competitive binding, fluorescence | Potency, µM (highest dose often 77.5 µM), inactives show top-dose activity change, negative = displacement, most hits filed as inhibitors | 0.074% of 350,000 active; also: potency is read from the fitted curve at half-maximal effect; % is scaled to controls: 0 for no effect and ±100 for the full control effect; nearly all actives have a fitted effect of over 20% in size
Target sequence (P02791 2-175 limits assumed): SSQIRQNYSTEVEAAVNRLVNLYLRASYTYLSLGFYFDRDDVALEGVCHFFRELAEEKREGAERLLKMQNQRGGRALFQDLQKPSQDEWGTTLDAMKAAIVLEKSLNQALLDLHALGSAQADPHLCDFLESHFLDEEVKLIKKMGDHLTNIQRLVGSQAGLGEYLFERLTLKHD
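Concentration-response curves derived by four-parameter Hill fitting of normalized fluorescence, where compounds displaced 1-AMA from 10 uM horse apoferritin following a brief 10 min room-temperature incubation; propofol titration acted as positive control.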
RXFP1 antag: blocks the human relaxin receptor RXFP1 | Q9HBX9 | activity change, negative = inhibition, % at 57.5 µM | 0.59% of 350,000 active | HEK293-RXFP1, relaxin-stimulated cAMP HTRF, 30 min; stronger effect = lower value | AID 1259400;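 active = activity change of -60% or lower, but not beyond a set lower limit; inconclusive = change between -60% and -40%, or beyond the set limit; inactive = change above -40%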; also: % is scaled to controls: 0 for no effect and ±100 for the full control effect
D1 ag: agonists of human D1 dopamine receptor; P21728; HEK293 T-REx D1 cells, calcium flux, agonist mode; activation, % at 2 µM; 1% of 360,000 active; AID 504660; in the data active = activation above about 30%; also: 0% is about no effect
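Agonism was scored from calcium flux recorded over 180 s (1 read/s) after pintool compound addition, following a 10-cycle baseline. Cells were inducible force-coupled HEK293 TREx D1, plated overnight at 30 C and loaded with no-wash calcium dye.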
D2 potentiator: D2 dopamine receptor (human) potentiation; HEK293 T-REx D2, calcium flux, EC20 dopamine potentiation; potentiation, % at 10 µM; 0.34% of 340,000 active;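 active = potentiation over 3 SD above the plate norm, cut at about 30% in these data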; also: 0% is about no effect
Target sequence (P14416 whole entry, looked up): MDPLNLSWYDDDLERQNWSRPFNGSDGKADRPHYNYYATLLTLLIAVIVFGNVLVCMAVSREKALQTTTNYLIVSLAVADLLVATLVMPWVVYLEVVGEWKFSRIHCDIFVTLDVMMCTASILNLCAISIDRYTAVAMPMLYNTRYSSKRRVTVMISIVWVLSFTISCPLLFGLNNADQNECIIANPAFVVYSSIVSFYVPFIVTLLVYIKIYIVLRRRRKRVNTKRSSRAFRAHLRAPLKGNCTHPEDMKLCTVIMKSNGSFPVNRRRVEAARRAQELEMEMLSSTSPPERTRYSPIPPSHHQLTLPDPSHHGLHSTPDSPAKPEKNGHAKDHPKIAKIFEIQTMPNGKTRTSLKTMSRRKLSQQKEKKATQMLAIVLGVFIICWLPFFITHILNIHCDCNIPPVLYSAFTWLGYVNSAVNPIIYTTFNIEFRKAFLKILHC
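Cells plated with tetracycline inducer and held overnight at 30 C; calcium dye loaded 30–90 min at room temperature; baseline taken, compound added and read 180 s; EC20 dopamine then added and read 180 s.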
RXFP1 agonist: activates the human relaxin receptor RXFP1; HEK293T-RXFP1 cAMP TR-FRET, 30 min; response scale: percent of porcine relaxin response, buffer zero; Potency, µM (series often up to 57.5 µM), for the others: at the highest dose activation, usual class: activators; 0.3% of 370,000 active; AID 2676; also: potency is read from the fitted curve at half-maximal effect; % is scaled to controls: 0 for no effect and ±100 for the full control effect; nearly all actives have a fitted effect of over 60% in size; many of its hits are not listed in these tables
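HEK293 cells stably expressing RXFP1, treated 30 min at 37C with compounds plus PDE4 inhibitor Ro 20174; cAMP measured by HTRF TR-FRET. Normalized to buffer and 29 nM porcine relaxin; EC50 by Hill fit.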
TRHR agonist: TRH receptor (human) agonism; P34981; 0.18% of 360,000 active; activation, % at 2 µM; AID 493084; TRHR cells, calcium flux fluo-8, FDSS agonist mode; in the data active = activation above about 30%; also: 0% is about no effect
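Fluo-8-loaded TRHR cells; 10 s baseline, compound added, kinetic Ca2+ fluorescence read 1/s, agonist mode.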
D1 potentiator: potentiators of human D1 dopamine receptor; P21728; HEK293 TREx D1 cells, calcium flux, dopamine EC20 potentiation; potentiation, % at 10 µM; 0.036% of 360,000 active; AID 504651; in the data active = potentiation above about 30%; also: 0% is about no effect
* marks the source's active call; other numbers are inactive results; ? = inconclusive; nt = no result given; [ ] = another dose, or the depositor's remark. Unless noted, calls follow the shape of the dose curve; as a rule, active = well fitted curve in the direction sought with a large enough effect; inconclusive = small, poorly fitted or top-dose-only effect, or another doubt; inactive = no such curve, though single readings can be large; an effect the other way counts as inactive or inconclusive. Some of the compounds tested, so the mix of outcomes need not match the whole.

SMILES	TRHR enhancer	D1 antagonist	Apoferritin bind	RXFP1 antag	D1 ag	D2 potentiator	RXFP1 agonist	TRHR agonist	D1 potentiator
O=C(Nc1ccncc1)c1cc(S(=O)(=O)N2CCN(c3ccccc3)CC2)ccc1Cl	11	-13	nt	-9	4	-2	-2.1%	-0.5	-6
Cc1ccccc1OCCC(=O)OCC(=O)N(C)c1c(N)n(Cc2ccccc2)c(=O)[nH]c1=O	2	3	-14%	1	2	4	0.1%	0.2	1
COc1ccc(Nc2cc(C(=O)NCCCN3CCN(c4ccccc4F)CC3)c3ccccc3n2)c(OC)c1	-1	-42*	7%	-39	0	-22	-1.1%	-0.4	-2
COc1ccc(NC(=O)COC(=O)CCNS(=O)(=O)c2ccccc2)cc1OC	-5	-9	-10%	-6	3	10	2.9%	0.1	-2
Cc1cc(=O)[nH]c2c1c(C)nn2-c1ccccc1	-1	0	-5%	-2	1	-3	0.9%	0.3	-6
CC(=O)Nc1ccc(C2Nc3cc(C)c(C)cc3NC3=C2C(=O)CC(C)(C)C3)cc1 (stereo not given)	-5	0	-9%	5	3	-1	-1.8%	0.6	2
CC(C)(C)NC(=O)CSc1nc(O)cc(=O)n1-c1ccccc1	-2	-4	-11%	-28	1	-12	1.8%	1.1	-5
CCCC(=O)NC(c1ccc(OC)cc1)c1c(O)ccc2ccccc12 (stereo not given)	4	5	7%	-8	3	11	0.0%	-0.3	-4
CCOc1ccccc1N1CC(C(=O)Nc2cc(Cl)ccc2C)CC1=O (stereo not given)	-2	-9	4%	2	1	3	-1.3%	-0.1	0
C=CCN1N=C(/C=C/c2ccc(OC)cc2)CCC1=O	0	1	1%	5	0	16	3.5%	0.4	1
CSc1ccccc1C(=O)Nc1cccc(C(C)O)c1 (stereo not given)	-4	-16	3%	-27	2	-6	0.1%	-0.4	1
COC(=O)c1ccc(CSc2nc3c(c(=O)n2-c2ccc(C)cc2)SCC3)o1	-3	-21	3%	11	-2	nt	2.0%	-0.3	6
Nc1sc2c([n+]1CCCS(=O)(=O)[O-])CCCC2	6	-31*	-4%	6	4	2	2.1%	-1.8	-4
Cc1cccc(NC(=O)C2CCN(S(=O)(=O)c3ccc4c(c3)C(C)(C)C(=O)N4C)CC2)c1C	4	-3	-5%	nt	0	-4	-1.1%	-0.4	-4
O=C(Nc1ccccc1C(=O)NCc1cccnc1)c1ccccc1F	2	-23	-4%	4	2	5	0.6%	-0.2	-4
CCOC(=O)/C(C#N)=c1/s/c(=C2\C=Cc3ccccc3N2CC)c(=O)n1CC	-3	-4	-13%	3	-1	-3	1.3%	-0.4	-7
CC1(C)Oc2ccc3ccc(=O)oc3c2/C(=C/Nc2cccc(O)c2)C1=O	3	11	?	8	4	2	2.7%	4.0	-10
CN1CCC(=O)N([C@H](CN=[N+]=[N-])Cc2ccccc2)CC1	2	-5	-9%	nt	12	-9	-1.0%	0.7	6
CC(=O)C1C(c2ccc([N+](=O)[O-])cc2)c2c(noc2C)CC1(C)O (stereo not given)	23	2	-3%	-6	0	-1	0.6%	0.5	-3
O=C(Nc1ccccc1)c1ccc(NCc2ccco2)c(S(=O)(=O)N2CCOCC2)c1	3	-15	-16%	-7	3	-4	0.0%	-0.2	-6
N#CCSc1ncnc2sc3c(c12)CCC3	-3	5	-10%	8	-1	-5	13%	-0.9	2
Cn1nnc(NC(=S)NC(=O)c2cccc3c(Cl)cccc23)n1	1	-1	-15%	7	3	-5	1.2%	0.0	-3
Cc1nc2ccccn2c1C(=O)N=Nc1c(O)[nH]c2ccccc12	3	-7	-2%	0	3	22	15%	-1.0	-6
CC1CCCCN1C(=O)C1CCCCN1S(=O)(=O)c1cccc([N+](=O)[O-])c1 (stereo not given)	-4	-14	2%	12	1	-9	1.3%	-0.5	-7
CN(C)c1ccc(/C=C2\N=C(c3ccc(Cl)c([N+](=O)[O-])c3)NC2=O)cc1	-7	-2	-4%	7	35*	-2	-3.1%	15	-3
COC(=O)C1=CC(C(=O)c2cccs2)=NN(c2ccc(OC)cc2)C1C(=O)OC (stereo not given)	-4	-13	-17%	-13	21	-2	-0.7%	2.3	-1
Cc1ccc(C)c(N(CC(=O)NCCSCc2ccco2)S(C)(=O)=O)c1	0	22	-18%	8	1	2	-1.7%	-0.4	0
COc1ccccc1NS(=O)(=O)c1cc(NC(=O)c2cnccn2)ccc1N1CCOCC1	-5	-11	0%	13	0	-5	0.7%	0.2	0
CCN1CCN(CCCNC(=O)C2CCN(c3nnc(-n4cccc4)s3)CC2)CC1	2	3	-5%	16	5	4	1.5%	0.1	-2
Cc1ccc(-c2ccc(=O)n(Cc3cccc(Br)c3)n2)cc1	6	-2	?	-19	5	-2	-0.6%	1.1	-1
Cc1ccccc1-c1noc(-c2ccccc2OCC(=O)Nc2ccccc2[N+](=O)[O-])n1	-5	-63*	?	nt	-1	6	3.8%	0.0	0
CC(C)=C1C2CCC1C1C(=O)N(c3nc(-c4ccc(C(C)C)cc4)c(C)s3)C(=O)C21 (stereo not given)	-14	6	72%[activator]	-17	1	-8	0.9%	0.2	-2
COc1ccc2nc(SCC(O)c3cccc(Br)c3)[nH]c2c1 (stereo not given)	7	-9	3%	-18	-1	-9	0.1%	-1.9	-2
O=C(COc1ncnc2ccccc12)Nc1ccc(S(=O)(=O)N2CCOCC2)cc1	43*	1	-21%	-5	0	3	2.0%	0.2	-4
Cc1ccc(OCC(=O)Nc2ccc3c4c(cccc24)CC3)c(C)c1	0	0	13%	-13	5	-5	2.8%	0.9	0
O=C(NCc1ccccc1)c1ccc(Oc2ccc(C(=O)NCc3ccccc3)cc2)cc1	-1	6	-8%	-4	7	-6	1.5%	1.3	-5
COCCNC(=O)/C(C#N)=C/c1c(N2CCN(c3ccccc3)CC2)nc2c(C)cccn2c1=O	-1	-5	7%	-2	1	-8	25%	0.4	-4
COc1ccc(C)cc1-n1nnc(C(=O)Nc2cccc(SC)c2)c1C	0	5	-8%	-5	0	2	-3.0%	0.7	2
CCOC(=O)c1cc(S(=O)(=O)NCc2cccc(Cl)c2)[nH]n1	3	10	-5%	-19	2	4	0.5%	0.2	-1
O=C(c1cccs1)N(c1ccc(Cl)cc1)C1C=CS(=O)(=O)C1 (stereo not given)	0	3	-7%	-17	1	-2	-1.5%	0.1	-1
CCC(=O)Nc1cccc(-c2ccc(N3CCN(C)CC3)nn2)c1	2	38	1%	9	1	nt	2.0%	-0.2	-5
NS(=O)(=O)c1ccc(NC(=O)C2Cc3ccccc3CN2C(=O)c2ccco2)cc1 (stereo not given)	-1	-14	-14%	1	3	2	-1.8%	1.6	-2
Cc1c(OCC(=O)NCCCN2CCOCC2)ccc2c3c(c(=O)oc12)CCC3	-1	-4	-7%	2	1	13	19%	0.3	-1
CCOc1cc2[nH]c(=S)n(C3CC3)c(=O)c2cc1OCC	3	5	2%	nt	-1	-3	0.4%	-0.2	-6
CC(=O)N1CCCc2cc(S(=O)(=O)NCc3cccc(C)c3)ccc21	-1	-24	-10%	-13	9	2	0.2%	0.2	-1

Reprinted at random: 2 entries already listed, in no set order.
SMILES	TRHR enhancer	D1 antagonist	Apoferritin bind	RXFP1 antag	D1 ag	D2 potentiator	RXFP1 agonist	TRHR agonist	D1 potentiator
Cc1cc(=O)[nH]c2c1c(C)nn2-c1ccccc1	-1	0	-5%	-2	1	-3	0.9%	0.3	-6
N#CCSc1ncnc2sc3c(c12)CCC3	-3	5	-10%	8	-1	-5	13%	-0.9	2

Carrying on.
SMILES	TRHR enhancer	D1 antagonist	Apoferritin bind	RXFP1 antag	D1 ag	D2 potentiator	RXFP1 agonist	TRHR agonist	D1 potentiator
Cc1c(Cl)c([N+](=O)[O-])nn1Cc1ccc(C(=O)NN)o1	0	-2	-20%	-2	3	7	0.5%	-1.1	-4
COc1ccc(CCNC(=O)CCNS(=O)(=O)c2cccc3nonc23)cc1OC	-7	-4	-9%	4	1	0	-1.6%	-1.1	5
O=C(OCc1nc2ccccc2s1)C1CCN(S(=O)(=O)c2cccs2)CC1	-5	-4	8%	3	9	5	1.7%	1.0	-6
COc1ccc(CNCCNC(=O)c2cccs2)cc1OC	3	-1	-3%	-6	2	-19	-1.4%	-0.3	4
CC1CCCC2(C1)NC(=S)c1c(sc3c1CCCC3)N2 (stereo not given)	0	-16	?	-20	2	-1	2.3%	-0.1	4
O=c1oc2ccccc2nc1/C=C(O)/C=C\c1ccccc1	16	-2	-12%	-11	5	8	0.7%	1.1	-3
Cc1ccc(CSCC2Nc3ccc(C(=O)N4CCN(c5cccc(C)c5)C(C)C4)cc3NC2=O)cc1 (stereo not given)	21	-26	?	nt	5	2	3.0%	1.1	-5
Cn1c(SCC(=O)Nc2ccc(NC(=O)c3cccc(F)c3)cc2)nnc1-c1ccncc1	8	-13	13%	-12	3	nt	2.6%	0.3	2
CC(=O)Nc1nc2ccccc2n1CCN1CCOCC1	0	-3	2%	6	2	nt	2.0%	0.9	-7
Cc1ccc(CNc2nc3c([nH]2)c(=O)n(C)c(=O)n3C)cc1	2	-7	-8%	4	9	-8	0.6%	0.4	0
O=C(COC(=O)C12CC3CC(CC(C3)C1)C2)Nc1ccc(OC(F)F)cc1	-4	-4	?	-38	1	15	1.3%	2.4	-4
CC(C)c1cc(C(=O)O)on1	4	2	-8%	1	7	nt	0.8%	-0.4	-4
O=C(O)C1CCCN(S(=O)(=O)c2ccc(F)cc2)C1 (stereo not given)	-1	-18	4%	-12	0	-6	-0.7%	0.7	4
COc1ccc(C(O)(C(C)C)C(CN2CCOCC2)c2ccc(Cl)cc2)cc1 (stereo not given)	28	26	8%	-31	2	nt	-1.2%	0.6	3
CCOC(=O)c1cnn(-c2ncnc3sc4c(c23)CCC4)c1N	7	11	-13%	-17	2	19	3.4%	-0.6	1

Six compounds already listed, arranged by the value under D1 antagonist, lowest first:
structure | D1 antagonist
Cc1ccc(CSCC2Nc3ccc(C(=O)N4CCN(c5cccc(C)c5)C(C)C4)cc3NC2=O)cc1 (stereo not given) | -26
Cc1ccc(CNc2nc3c([nH]2)c(=O)n(C)c(=O)n3C)cc1 | -7
O=C(OCc1nc2ccccc2s1)C1CCN(S(=O)(=O)c2cccs2)CC1 | -4
CC(=O)Nc1nc2ccccc2n1CCN1CCOCC1 | -3
O=c1oc2ccccc2nc1/C=C(O)/C=C\c1ccccc1 | -2
CC(C)c1cc(C(=O)O)on1 | 2
